Assay outcomes: PubChem BioAssay, National Center for Advancing Translational Sciences (NCATS)
Glioma ERSR ind = ER stress response induction in glioma. Potency, µM, for the others: top-dose activation, usual class: activators. 420,000 tested, 0.02% active. U87-MG GRP78 promoter luciferase reporter, 16 h; note: potency is the fitted concentration of half-maximal effect; series mostly up to about 76 µM; % of control where 0% means no effect; nearly all actives have a fitted effect of over 35% in size
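Stably transfected U87-MG glioma cells carrying a GRP78-based luciferase sensor; 16 h compound incubation. Luminescence end-point read 10 min after Bright-Glo addition at room temperature.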
LDHA block = inhibitors of human lactate dehydrogenase A. activity change, % (values are at about 110 or 230 µM). AID 1347041. purified LDHA, NADH/diaphorase-resazurin fluorescence; hits give low values. 480,000 tested, 0.15% active; in the data active = activity change below about -30%; inconclusive = mostly about -25% to -30%;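 note: plate controls were DMSO wells for no effect and wells without enzyme for full effect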
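Human LDH5 (2 nM) was incubated with 0.06 mM NADH and 0.2 mM pyruvate for 5 min at room temperature in Tris pH 7.4. Remaining NADH was coupled through diaphorase/resazurin, and resorufin fluorescence was read at 0 and 20 min.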
TrxR1 substrate = rat thioredoxin reductase 1 substrate activity. O89049. purified TrxR1 substrate turnover, NADPH consumption readout. Potency, µM (highest dose often 114 µM), inactives show at the highest dose activity change, negative = substrate turnover. 390,000 tested, 0.01% active. AID 588456; note: potency is the fitted concentration of half-maximal effect; % is set by controls: 0 for no effect and ±100 for the full control effect; nearly all actives have a fitted effect of over 50% in size
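Rat TrxR1, dispensed at 90 nM, was prereduced with 400 uM NADPH (final) for 5 min at ~22 deg C, then incubated with compound 15 min before 400 uM selenite. A first-read NADPH fluorescence drop versus no-compound background flagged substrates.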
Vif-APOBEC3G blk = Vif-A3G binding inhibition | Potency, µM (doses to about 46.1 µM), for inactives: at the top dose activity, negative = active, actives largely listed as inhibitors | AID 602310 | HeLa A3G-eYFP + Vif (tagged APOBEC3G with the HIV-1 protein that degrades it), YFP fluorescence, overnight | 410,000 tested, 0.076% active | Q9HC16;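 note: potency is the fitted concentration of half-maximal effect; % is set by controls: 0 for no effect and ±100 for the full control effect; nearly all actives have a fitted effect of over 60% in size; hits raise eYFP signal because A3G escapes Vif-driven loss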
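HeLa cells stably expressing Vif and C-terminally eYFP-tagged A3G, seeded overnight at 37 deg C, then exposed to compound by pintool overnight at 37 deg C. Rise in yellow fluorescence (Ex 488/Em 500-530, Acumen) marks blocked Vif-driven A3G degradation.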
RGS4 inh = inhibitors of human regulator of G protein signaling 4 | Transcreener GDP fluorescence polarization, RGS4-accelerated GTP hydrolysis | P49798 | Potency, µM (series often up to 114 µM), for inactives: at the highest dose activity change, negative = inhibition, hits mostly inhibitors | 390,000 tested, 0.039% active; note: potency is the fitted concentration of half-maximal effect; % is set by controls: 0 for no effect and ±100 for the full control effect; nearly all actives have a fitted effect of over 75% in size; some results filed as inactive show a strong effect at the top dose
Target sequence (P49798 whole entry, looked up): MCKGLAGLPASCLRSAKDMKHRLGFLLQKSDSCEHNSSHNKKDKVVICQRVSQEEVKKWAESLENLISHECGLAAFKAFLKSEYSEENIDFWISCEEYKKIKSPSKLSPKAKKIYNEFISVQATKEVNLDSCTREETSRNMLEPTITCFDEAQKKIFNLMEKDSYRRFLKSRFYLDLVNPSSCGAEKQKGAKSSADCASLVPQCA
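MLSMR compounds (23 nl, pin-transferred) preincubated 10 min at room temperature with a 500nM (2x) first reagent, then RGS4 at 900nM (2x) plus Transcreener GDP mix added; fluorescence polarization (620/688 nm) read before and after 90 min at 30 °C.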
rTrxR1 inhibitor = blocks rat thioredoxin reductase 1. 390,000 tested, 1% active. Potency, µM (highest dose often 114 µM), for the others: at the highest dose activity change, negative = inhibition, hits mostly inhibitors. recombinant rTrxR1, NADPH fluorescence consumption, selenite substrate. AID 588453. O89049; note: potency is the fitted concentration of half-maximal effect; % is set by controls: 0 for no effect and ±100 for the full control effect; nearly all actives have a fitted effect of over 65% in size
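Rat TrxR1 (90 nM in the dispensed reagent) was pre-reduced with 400 uM NADPH for 5 min at room temperature, then incubated with compound for 15 min. After 400 uM selenite was added, NADPH fluorescence (Ex 340/Em 450 nm) was followed for 8 min.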
USP1-UAF1 inh = USP1/UAF1 (human) deubiquitinase inhibition; recombinant USP1/UAF1, Ub-Rhodamine cleavage fluorescence; Potency, µM (highest dose often 57.1 µM), for the others: at the highest dose activity change, negative = inhibition, actives largely listed as inhibitors; 390,000 tested, 0.23% active; AID 743255; note: potency is the fitted concentration of half-maximal effect; % is set by controls: 0 for no effect and ±100 for the full control effect; nearly all actives have a fitted effect of over 60% in size; inactives centre near -12
Target sequence (O94782 whole entry, looked up): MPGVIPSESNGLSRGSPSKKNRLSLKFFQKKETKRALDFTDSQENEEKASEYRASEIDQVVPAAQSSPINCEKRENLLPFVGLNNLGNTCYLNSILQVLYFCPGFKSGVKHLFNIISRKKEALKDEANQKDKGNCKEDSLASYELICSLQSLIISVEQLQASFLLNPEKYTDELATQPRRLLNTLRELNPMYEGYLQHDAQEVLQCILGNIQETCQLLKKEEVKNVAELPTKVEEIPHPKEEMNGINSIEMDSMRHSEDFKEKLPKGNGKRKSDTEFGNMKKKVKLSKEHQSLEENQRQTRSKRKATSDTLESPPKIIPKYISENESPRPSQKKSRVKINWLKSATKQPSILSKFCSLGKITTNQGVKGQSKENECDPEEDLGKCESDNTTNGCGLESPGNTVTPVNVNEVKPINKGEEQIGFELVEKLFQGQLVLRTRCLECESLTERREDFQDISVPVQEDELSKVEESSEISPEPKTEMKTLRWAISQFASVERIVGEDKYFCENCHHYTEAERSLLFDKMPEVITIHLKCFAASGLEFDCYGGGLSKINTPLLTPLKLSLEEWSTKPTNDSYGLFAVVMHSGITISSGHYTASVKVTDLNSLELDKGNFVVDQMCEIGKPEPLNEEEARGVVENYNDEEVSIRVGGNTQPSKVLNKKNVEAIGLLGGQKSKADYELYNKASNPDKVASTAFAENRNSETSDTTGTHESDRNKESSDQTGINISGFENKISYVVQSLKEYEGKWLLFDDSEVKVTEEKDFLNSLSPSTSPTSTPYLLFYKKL
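Step one: compound is pinned into 1nM USP1/UAF1 in HEPES pH 7.8 buffer with TCEP. Step two: 15 min room-temperature incubation. Step three: Ub-Rho (150nM final) starts cleavage, tracked by fluorescence over six one-minute reads.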
Vif-A3F inh = blocks the Vif interaction with APOBEC3F. HeLa A3F-eYFP + Vif (tagged APOBEC3F with the HIV-1 protein that degrades it), YFP fluorescence increase. Potency, µM (highest dose often 46.1 µM), for the others: at the highest dose activity, negative = active. 390,000 tested, 0.2% active. AID 602313; note: potency is the fitted concentration of half-maximal effect; % of control where 0% means no effect; nearly all actives have a fitted effect of over 65% in size
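HeLa cells stably expressing Vif plus C-terminally eYFP-tagged A3F were seeded, incubated overnight at 37 deg C, dosed with compound, incubated overnight again at 37 deg C. Yellow fluorescence (Ex 488/Em 500-530) reported blocked Vif-mediated A3F-eYFP degradation.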
IDH1 R132H inh = blocks human mutant IDH1 R132H enzyme. Potency, µM (doses to about 76.6 µM), for the others: at the top dose activity change, negative = inhibition, hits mostly inhibitors. IDH1-R132H enzyme, NADPH consumption, diaphorase/resazurin fluorescence. AID 602179. 390,000 tested, 0.093% active; note: potency is the fitted concentration of half-maximal effect; % is set by controls: 0 for no effect and ±100 for the full control effect; nearly all actives have a fitted effect of over 65% in size
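IDH1-R132H (0.5 ug/mL) preincubated 30 min with compound, then NADPH (0.016 mM) and alpha-KG (2 mM) added; 80 min at RT, pH 7.5. Remaining NADPH coupled via diaphorase/resazurin to fluorescence (540/590 nm); concentration-response curves normalized to no-enzyme control.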
The depositor's hits bear a star; ? = inconclusive; / = no result given; [ ] = dose if it differs, or a comment. Unless noted, calls come from the whole dose curve; as a rule, active = well fitted curve in the direction sought with a large enough effect; inconclusive = small, poorly fitted or top-dose-only effect, or another doubt; inactive = no such curve, though single readings can be large; an effect the other way counts as inactive or inconclusive.

SMILES	Glioma ERSR ind	LDHA block	TrxR1 substrate	Vif-APOBEC3G blk	RGS4 inh	rTrxR1 inhibitor	USP1-UAF1 inh	Vif-A3F inh	IDH1 R132H inh
C/C(=N\NC(=O)c1ccccc1Cl)c1ccccn1	-4%	-2	3%	-5%	16%	9%	-17%	-1%	11%
CC1CCN(C(=O)COC(=O)c2ccc(N3CCCC3=O)cc2)CC1	0%	-4	-2%	-1%	4%	8%	-20%	-14%	3%
CC(C)CC(=O)NC(=S)Nc1nc(-c2cccc3ccccc23)cs1	8%	-3	-8%	2%	5%	-9%	-6%	-4%	9%
O=C(COC(=O)Cc1cccc(C(F)(F)F)c1)NCc1ccco1	-1%	2	-5%	1%	-9%	35µM*	4%	-20%	-12%
Cc1c(NC(=O)Nc2cccc(C#N)c2)c(=O)n(-c2ccccc2)n1C	-3%	-2	1%	0%	2%	0%	-18%	2%	1%
Cc1ccsc1C(=O)Nc1n[nH]c(C(F)(F)F)n1	2%	-8	0%	-4%	-7%	1%	-12%	-3%	4%
CN(C)S(=O)(=O)n1cc(/C=C(\NC(=O)c2ccccc2F)C(=O)N2CCCC2)c2ccccc21	-4%	-1	2%	-1%	-9%	14%	?	1%	6%
CCOc1ccc(C(=O)CCCC(=O)c2ccc(OCC)cc2)cc1	-2%	0	7%	1%	-13%	31%[activator]	-19%	-2%	7%
CCOC(=O)N1CCN(CC(O)c2c[nH]c3ccc(OC)cc23)CC1 (stereo not given)	-6%	-5	6%	1%	-7%	4%	-10%	1%	-1%
CC(O)CN(CC(C)O)c1ccc2c(c1)Cc1cc([N+](=O)[O-])ccc1-2 (stereo not given)	-1%	-3	-8%[11.4 µM]	?	-40%	-2%	-12%	?	7%
CCN(CC(=O)NCCCn1ccnc1)S(=O)(=O)c1ccc(C)cc1	-1%	-4	-11%[57.1 µM]	-2%	-33%	14%	-19%	0%	6%
O=C(O)CN1CCN(Cc2ccccc2)C1=O	-8%	-3	4%	2%	4%	29%	-4%	0%	1%
O=S(=O)(NCc1nc2cccnc2n1Cc1ccccc1)c1ccc2c(c1)CCCC2	-3%	3	3%[57.1 µM]	7%	-30%	20%[57.1 µM]	-24%	12%	16%
CC(C)C(C(=O)Nc1sc2c(c1C#N)CCCCC2)N1C(=O)c2ccccc2C1=O (stereo not given)	3%	-5	-6%	-1%	-21%	29%[57.1 µM]	-20%	0%	11%
CN(C)S(=O)(=O)c1ccc2c(c1)C(CC(=O)O)NC2=O (stereo not given)	-2%	-2	3%	1%	-12%[11.4 µM]	9%[57.1 µM]	-6%	-1%	0%
CCCNC(=O)CCCN1C(=O)c2ccccc2Sc2ncccc21	-1%	3	7%	-4%	-15%	11%	-9%	9%	0%
CC(C)CC(NC(=O)C(NC(=O)C(Cc1ccc(OCc2ccccc2)cc1)NC(=O)OC(C)(C)C)C(C)C)C(N)=O (stereo not given)	2%	-2	-11%	1%	14%	-34%	-7%	3%	1%
COC(=O)c1ccccc1NC(=O)CCc1c(C)nc2c(c(C)nn2-c2ccccc2)c1C	-4%	0	10%	4%	-1%	16%	-12%	-4%	10%
COCCCNC(=O)/C=C/c1ccc(OCc2c(F)cccc2Cl)cc1	-10%	-1	6%[11.4 µM]	3%	-2%	29%[11.4 µM]	-15%	10%	13%
CCN1CCN(C(=O)C2CCN(c3nnc(C)c4c(C)n(-c5ccc(C)cc5)nc34)CC2)CC1	-3%	-6	1%	0%	-22%	18%	-10%	3%	-9%
O=C(COCc1cc(-c2ccc3c(c2)OCO3)on1)N1CCCCC1	2%	0	11%	0%	27%	?	-9%	4%	14%
COc1ccccc1CNc1ccc([N+](=O)[O-])cc1C	-2%	-2	3%[57.1 µM]	0%	-42%	14%[57.1 µM]	-12%	-5%	3%
Cc1ccc(NC(=O)Nc2cnccn2)cc1C	5%	-1	4%	-19%	-22%	8%	-15%	-7%	1%
COCCCNC(=S)N1CCC(NC(=O)Nc2ccc(C)cc2)CC1	-1%	-11	-1%	1%	20%	-7%[57.1 µM]	-12%	3%	-7%
CCOC(=O)c1c(S(=O)(=O)N2CCCC(C(=O)Nc3ccc(C)cc3C)C2)c(C)n(CC)c1C (stereo not given)	1%	-2	6%[57.1 µM]	1%	-20%	22%[57.1 µM]	-24%	0%	24%
CCc1ccc(NC(=O)COC(=O)Cn2cnc3ccccc32)cc1	-3%	-5	-3%	-1%	-1%	0%	-8%	8%	2%
CC(C)(Oc1ccc(Cl)cc1)C(=O)NCc1ccc(S(N)(=O)=O)cc1	-5%	-3	5%	-7%	14%	4%	-22%	-19%	-7%
CC1(C)C(Cl)C(=O)C(C(=O)c2ccccc2)C(=O)C1Cl (stereo not given)	-4%	0	0%	-3%	-7%	10%	-10%	-12%	18%
CC(C)NC(=O)CC(=O)N/N=C/c1ccc(Br)cc1	2%	-1	7%	-3%	-14%	4%	?	-6%	1%
O=C1C=C(/C=C/C2C=CC=CC2)C[C@@H](c2ccc(Cl)cc2)C1 (stereo not given in full)	0%	-3	-9%	3%	-4%	-14%	-24%	2%	6%
O=C(O)c1cccc(OS(=O)(=O)c2cc(Br)ccc2Br)c1	2%	-2	5%	1%	-1%	16%	-8%	2%	-1%
Cc1cccc(C(=O)N2c3nc(-c4ccco4)nn3C3(CCCCC3)[C@@H]3CCCC[C@@H]32)c1	-6%	-4	-2%	-1%	-18%	?	15%	10%	-13%
c1ccc2c(c1)nc(N1CCOCC1)c1nnnn12	2%	-1	3%[57.1 µM]	0%	2%	11%[57.1 µM]	-21%	3.2µM*	17%
COc1ccc(C2C=C(c3ccc(Cl)c(Cl)c3)Nc3ncnn32)cc1 (stereo not given)	1%	0	38%[activator]	-3%	-18%	-2%	?	-8%	-16%
CCC/C=C1\CCCOC(C(=O)NCc2ccc(C)o2)(C(F)(F)F)C1 (stereo not given)	-1%	/	-1%	-5%	?	?	/	/	/
COc1ccc(C(=O)NCCCc2ccccc2)cc1	-7%	3	8%[57.1 µM]	-4%	-1%	19%[57.1 µM]	-6%	9%	13%
CC(Sc1nc2c(cc1C#N)CCCCC2)C(=O)O (stereo not given)	-5%	-4	-17%	-7%	13%	?	-3%	-6%	-3%
CC(=O)c1ccc(N2CCN(C(=O)CCCn3c(=O)[nH]c4ccc(Br)cc4c3=O)CC2)cc1	-6%	0	7%	-4%	-2%	13%	-22%	-11%	-5%

4 compounds already listed, ordered by heavy-atom count, highest first:
SMILES	Glioma ERSR ind	LDHA block	TrxR1 substrate	Vif-APOBEC3G blk	RGS4 inh	rTrxR1 inhibitor	USP1-UAF1 inh	Vif-A3F inh	IDH1 R132H inh
CC(C)(Oc1ccc(Cl)cc1)C(=O)NCc1ccc(S(N)(=O)=O)cc1	-5%	-3	5%	-7%	14%	4%	-22%	-19%	-7%
O=C(O)c1cccc(OS(=O)(=O)c2cc(Br)ccc2Br)c1	2%	-2	5%	1%	-1%	16%	-8%	2%	-1%
CC1(C)C(Cl)C(=O)C(C(=O)c2ccccc2)C(=O)C1Cl (stereo not given)	-4%	0	0%	-3%	-7%	10%	-10%	-12%	18%
CC(C)NC(=O)CC(=O)N/N=C/c1ccc(Br)cc1	2%	-1	7%	-3%	-14%	4%	?	-6%	1%

Full records, quoted from the list. Order of screens: Glioma ERSR ind | LDHA block | TrxR1 substrate | Vif-APOBEC3G blk | RGS4 inh | rTrxR1 inhibitor | USP1-UAF1 inh | Vif-A3F inh | IDH1 R132H inh
O=C1C=C(/C=C/C2C=CC=CC2)C[C@@H](c2ccc(Cl)cc2)C1 (stereo not given in full) is listed as 0% | -3 | -9% | 3% | -4% | -14% | -24% | 2% | 6%
CC1(C)C(Cl)C(=O)C(C(=O)c2ccccc2)C(=O)C1Cl (stereo not given) is listed as -4% | 0 | 0% | -3% | -7% | 10% | -10% | -12% | 18%
Cc1ccc(NC(=O)Nc2cnccn2)cc1C is listed as 5% | -1 | 4% | -19% | -22% | 8% | -15% | -7% | 1%

A portion of the library; rates above refer to the full screens.
